From PubChem
NCOA3 inh – human NCOA3 inhibition; Q9Y6Q9; HEK293 GAL4-SRC3 luciferase reporter, luminescence; inhibition, % at 3.6 µM; actives 0.17% (n = 360,000); AID 588352;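 active = inhibition above a per-campaign cutoff, the mean of all compounds plus 3 SD, cut at about 60% in these data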;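 note: 0% = DMSO-treated cells and 100% = gossypol-treated cells at 36 µM; higher means less SRC3-driven luciferase light from the GAL4 reporter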
TLR9-MyD88 block – TLR9-MyD88 interaction inhibition | Q9NR96+Q99836 | CHO BLA complementation TLR9-MyD88, CCF4 FRET ratio | inhibition, % at 4.98 µM | actives 0.21% (n = 340,000) | AID 504734;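 active = inhibition above the mean over all tested compounds plus 3 SD, cut at about 21% in these data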;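 note: 0% = DMSO only wells and 100% = clavulanate BLA inhibitor control wells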
Target sequence (Q99836 whole entry, looked up): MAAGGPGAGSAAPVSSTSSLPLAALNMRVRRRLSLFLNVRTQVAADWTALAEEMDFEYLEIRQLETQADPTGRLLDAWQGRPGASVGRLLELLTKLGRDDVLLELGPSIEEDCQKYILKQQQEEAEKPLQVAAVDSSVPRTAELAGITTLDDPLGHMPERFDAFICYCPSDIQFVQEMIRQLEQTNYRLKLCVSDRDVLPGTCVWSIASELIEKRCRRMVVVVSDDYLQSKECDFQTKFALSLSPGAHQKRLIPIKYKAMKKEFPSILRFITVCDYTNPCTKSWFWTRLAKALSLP
Target sequence (Q9NR96 whole entry, looked up): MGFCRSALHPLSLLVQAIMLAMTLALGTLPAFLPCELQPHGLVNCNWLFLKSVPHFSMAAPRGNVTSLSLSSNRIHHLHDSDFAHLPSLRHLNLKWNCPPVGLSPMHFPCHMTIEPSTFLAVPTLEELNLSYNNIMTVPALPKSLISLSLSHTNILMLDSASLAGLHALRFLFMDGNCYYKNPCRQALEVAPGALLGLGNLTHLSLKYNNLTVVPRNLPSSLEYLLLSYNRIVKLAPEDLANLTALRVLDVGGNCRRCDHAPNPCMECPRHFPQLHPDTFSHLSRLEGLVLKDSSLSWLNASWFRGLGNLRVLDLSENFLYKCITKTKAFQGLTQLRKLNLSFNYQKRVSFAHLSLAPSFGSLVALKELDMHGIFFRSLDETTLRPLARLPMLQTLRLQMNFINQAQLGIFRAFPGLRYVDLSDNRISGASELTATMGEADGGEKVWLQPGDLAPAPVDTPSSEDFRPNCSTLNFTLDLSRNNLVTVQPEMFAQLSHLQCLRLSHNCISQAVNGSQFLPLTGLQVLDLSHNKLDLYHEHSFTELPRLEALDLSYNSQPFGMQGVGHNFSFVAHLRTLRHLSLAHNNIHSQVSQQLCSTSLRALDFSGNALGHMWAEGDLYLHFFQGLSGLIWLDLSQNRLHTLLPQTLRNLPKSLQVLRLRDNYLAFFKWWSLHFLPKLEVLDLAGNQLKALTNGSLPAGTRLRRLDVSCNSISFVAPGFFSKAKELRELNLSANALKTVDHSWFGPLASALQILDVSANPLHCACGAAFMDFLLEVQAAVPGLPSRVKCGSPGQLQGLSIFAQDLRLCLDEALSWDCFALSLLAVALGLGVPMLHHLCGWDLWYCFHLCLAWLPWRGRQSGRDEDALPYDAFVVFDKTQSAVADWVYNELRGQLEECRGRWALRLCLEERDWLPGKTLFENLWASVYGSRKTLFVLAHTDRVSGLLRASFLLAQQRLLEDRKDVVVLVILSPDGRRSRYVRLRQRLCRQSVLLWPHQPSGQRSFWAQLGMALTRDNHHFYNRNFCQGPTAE
NR5A2 inv ag – inverse agonists of human LRH-1 (NR5A2); AID 602396; HEK293T StAR-luciferase reporter, LRH-1 transfected, 24 h; actives 0.13% (n = 360,000); inhibition, % at 3.6 µM; O00482;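 active = inhibition above the mean inhibition of all tested compounds plus 3 SD, cut at about 73% in these data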;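 note: 0% = DMSO wells and 100% = reporter-only cells lacking LRH-1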
COUP-TFII inh – inhibitors of human COUP-TFII (NR2F2) | P24468 | HEK293T NGFI-A luciferase reporter, luminescence | inhibition, % at 8.6 µM | actives 0.7% (n = 370,000) | AID 686940;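 active = inhibition above a per-plate cutoff, mean inhibition of test wells between control levels plus 3 SD, cut at about 38% in these data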;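 note: cells cotransfected with COUP-TFII expression vector driving the NGFI-A reporter; 0% = median of COUP-TF2 test wells and 100% = reporter-only cells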
MC4R antagonist – antagonists of human melanocortin 4 receptor (MC4R). AID 540295. actives 0.48% (n = 360,000). inhibition, % at 6.5 µM. P32245. MC4R-expressing cells, MTII-stimulated cAMP, LANCE TR-FRET;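 active = inhibition above its plate's cutoff, the mean of tested wells on that plate plus 3 SD, cut at about 29% in these data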;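 note: 0% = Melanotan II alone and 100% = Melanotan II plus saturating MCL0020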
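Material: U2OS-MC4R stable cell line | Reagent: Melanotan II challenge after compound preincubation | Doses: One concentration, 6.5 µM nominal | Incubation: 30-min compound preincubation, 1-h Melanotan II challenge, 1-h detection, room temperature | Signal: TR-FRET cAMP assay | Replicates: One well per compound, no replicates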
SRC1 inh – inhibitors of human steroid receptor coactivator 1 (SRC1); actives 0.12% (n = 360,000); inhibition, % at 3.6 µM; Q15788; HEK293 GAL4-SRC1 luciferase reporter, luminescence; AID 588354;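 active = inhibition above the campaign mean plus 3 SD, with each screening campaign given its own cutoff, cut at about 60% in these data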;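 note: 0% = DMSO treated cells and 100% = gossypol at 36 µM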
ABHD5-PLIN5 inh – ABHD5-PLIN5 protein interaction inhibition; Split G. princeps luciferase complementation, luminescence, 4 h; inhibition, % at 4 µM; actives 0.78% (n = 360,000); AID 602281;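 active = inhibition above the mean inhibition across every tested compound plus 3 SD, cut at about 22% in these data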;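 note: 0% = DMSO only wells and the 100% control is not disclosed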
NOD2 RIPK2 PPI – inhibitors of human NOD2-RIPK2 interaction. O43353. CHO BLA complementation NOD2-RIPK2, CCF4 ratio. inhibition, % at 4.98 µM. actives 0.38% (n = 360,000). AID 624267; in the data active = inhibition above about 21%;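 note: 0% = vehicle only and 100% = reference blocker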
EBV LMP1 NFkB – reduces LMP1-driven NF-kappaB luciferase signal; LMP1-induced NF-kappaB luciferase reporter cells, luminescence; inhibition, % at 12.5 µM; actives 0.69% (n = 350,000); in the data active = inhibition above about 41%;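 note: 0% = neutral control wells and 100% = reference inhibitor control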
MC4R ag barr – activates human MC4R beta-arrestin recruitment | U2OS MC4R beta-arrestin complementation, luminescence; percent of melanotan II response, DMSO zero | activation, % at 8.9 µM | actives 0.98% (n = 360,000) | AID 540308;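 active = activation above a per-plate cutoff, the mean activation of sample wells on that plate plus 3 SD, cut at about 8% in these data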
SRC2 inh – inhibits human steroid receptor coactivator 2. Q15596. HEK293 GAL4-SRC2 luciferase reporter, luminescence. inhibition, % at 9 µM. actives 0.17% (n = 370,000). AID 651957;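 active = inhibition above the mean inhibition of all tested compounds plus 3 SD, set per campaign, cut at about 52% in these data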;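 note: 0% = DMSO treated cells and 100% = cells given Gossypol at 36 µM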
* hit, by the source's call; · = no result given.

entry	SMILES	NCOA3 inh	TLR9-MyD88 block	NR5A2 inv ag	COUP-TFII inh	MC4R antagonist	SRC1 inh
1	CCCn1c(C)cc(C(=O)COc2ncnc3sccc23)c1C	-81	0	-171	-57	6	-82
2	COc1ccc(NC(=O)CCN2C(=O)C3CC=C(Cl)CC3C2=O)cc1 (configuration not stated)	17	-9	-18	-19	6	0
3	Cc1cccc(C)c1NC(=O)C(c1cc2ccccc2o1)N1CCN(C)CC1 (configuration not stated)	·	·	20	4	·	·
4	C[C@H](CO)N1C[C@H](C)[C@@H](CN(C)S(=O)(=O)c2ccc3c(c2)OCCCO3)OCc2cn(nn2)CCCC1=O	-13	-1	-13	3	0	0
5	COc1ccccc1CN(C)CC(=O)Nc1ccccc1-c1ccccc1	11	-7	5	9	8	-25
6	COc1ccc(S(=O)(=O)NCc2nc3nc(C)cc(C)n3n2)cc1OC	-22	-5	7	2	-9	19
7	CCC(Sc1nc(-c2ccccc2)cc(=O)[nH]1)C(=O)O (configuration not stated)	18	0	20	-2	2	-6
8	O=C1CC(c2c(F)cccc2Cl)C2=C(COC2=O)N1 (configuration not stated)	15	0	1	-24	1	7
9	CCCNS(=O)(=O)c1ccc(OCC(=O)NCCC2=CCCCC2)cc1	10	6	4	7	1	3
10	COc1ccc(N2CCCn3c2nc2c3c(=O)n(Cc3ccc(F)cc3)c(=O)n2C)c(OC)c1	0	-3	2	0	11	-8
11	CCOC(=O)c1sc(NC(=O)CSc2ncccn2)nc1C	7	0	5	-13	2	-28
12	CC1(C(=O)NC2CCCC2)CCC(=O)N1Cc1cccs1 (configuration not stated)	13	-7	11	7	15	7

entry	ABHD5-PLIN5 inh	NOD2 RIPK2 PPI	EBV LMP1 NFkB	MC4R ag barr	SRC2 inh
1	4	-4	3	0.7	-35
2	4	-6	-7	0.7	-22
3	-4	-6	·	·	5
4	-13	7	6	-0.7	-6
5	-4	-8	5	-1.8	2
6	-3	-13	4	-1.4	5
7	-4	8	7	0.7	-15
8	-2	1	-1	-0.1	-34
9	-4	5	2	-1.2	-21
10	0	-5	-1	1.2	-15
11	1	-8	1	-1.0	-6
12	-1	4	2	-1.7	5

Single records (already shown). Order of screens: NCOA3 inh, TLR9-MyD88 block, NR5A2 inv ag, COUP-TFII inh, MC4R antagonist, SRC1 inh, ABHD5-PLIN5 inh, NOD2 RIPK2 PPI, EBV LMP1 NFkB, MC4R ag barr, SRC2 inh
CC1(C(=O)NC2CCCC2)CCC(=O)N1Cc1cccs1 (configuration not stated) as listed: 13, -7, 11, 7, 15, 7, -1, 4, 2, -1.7, 5
CCCNS(=O)(=O)c1ccc(OCC(=O)NCCC2=CCCCC2)cc1 as listed: 10, 6, 4, 7, 1, 3, -4, 5, 2, -1.2, -21

The list continues.
entry	SMILES	NCOA3 inh	TLR9-MyD88 block	NR5A2 inv ag	COUP-TFII inh	MC4R antagonist	SRC1 inh
13	COc1ccc(NS(=O)(=O)c2cccc(C(=O)N/N=C(\C)c3ccncc3)c2)cc1	9	-7	12	7	-61	15
14	Cc1ccc(NC(=O)CN2C(=O)NC3(CCCC3)C2=O)c(Cl)c1	-17	-7	-8	0	0	17
15	O=C(NCCN1CCN(c2ccccc2)CC1)c1cccc(Cl)c1	-11	-3	-6	2	11	-3
16	COc1ccccc1CNS(=O)(=O)c1c(C)[nH]c(C)c1C(=O)N1CCCCC1	21	-6	-1	-17	-3	10
17	CC(=O)NC1=NN(C(C)=O)C(c2ccc(C(C)C)cc2)S1 (configuration not stated)	-9	-6	-34	-29	14	-18
18	CCCCNC(=S)N/N=C/c1cccc(OCC)c1O	-46	2	-79	-31	9	-39
19	CC(=O)c1cccc(NC(=O)CN2CCN(S(=O)(=O)/C=C/c3ccccc3)CC2)c1	3	1	-7	7	2	-8
20	CCOc1ccc(Oc2ccccc2NC(=O)CN2C(=O)NC3(CCCC3)C2=O)cc1	2	-3	4	-6	-3	1
21	CCOc1ccc(S(=O)(=O)Nc2cccc(C(=O)NCCCn3ccnc3)c2)cc1	6	-3	-11	3	10	1
22	Cc1oc(-c2cccc(Cl)c2)nc1CSCC(=O)O	18	-2	6	27	10	1
23	CCCCn1c(N)c(N(CC(C)C)C(=O)CCNC(=O)c2ccc(Br)cc2)c(=O)[nH]c1=O	-5	3	12	11	14	3
24	CCC(=O)N1CCN(c2ccc(NC(=S)NC(=O)c3cccc([N+](=O)[O-])c3)cc2)CC1	15	3	14	11	-4	0

entry	ABHD5-PLIN5 inh	NOD2 RIPK2 PPI	EBV LMP1 NFkB	MC4R ag barr	SRC2 inh
13	-2	-5	20	0.6	3
14	-6	-3	-2	-1.7	-16
15	4	5	2	-0.6	-19
16	0	-1	1	0.2	-21
17	-1	-14	-14	-0.2	-21
18	-1	-1	-11	0.1	-53
19	1	3	1	-1.6	-22
20	4	6	-2	-2.8	-6
21	4	4	1	2.0	-9
22	0	0	-12	0.4	29
23	-1	-11	0	-0.6	-1
24	3	-3	7	0.2	0

3 entries already listed, sorted by the value under MC4R antagonist, falling.
No. | molecule | MC4R antagonist
22 | Cc1oc(-c2cccc(Cl)c2)nc1CSCC(=O)O | 10
16 | COc1ccccc1CNS(=O)(=O)c1c(C)[nH]c(C)c1C(=O)N1CCCCC1 | -3
13 | COc1ccc(NS(=O)(=O)c2cccc(C(=O)N/N=C(\C)c3ccncc3)c2)cc1 | -61

(list continues)
entry	SMILES	NCOA3 inh	TLR9-MyD88 block	NR5A2 inv ag	COUP-TFII inh	MC4R antagonist	SRC1 inh
25	Nc1ncc(-c2nnnn2-c2ccc(Cl)cc2)c(-c2ccc(Cl)cc2)n1	15	-6	18	14	8	4
26	O=C(NC1CCCC1)c1ccc2c(c1)N(Cc1ccc(F)cc1)CCS2	1	6	1	-2	-3	-10
27	CC(C)c1ccc(OCC(=O)NNC(=S)NC(=O)C2CC2)cc1	-18	-3	-10	3	6	-2
28	Cc1c(C(=O)Nc2ccccc2)cnn1-c1ccccc1	-54	6	-120	-22	10	-200
29	Cc1cc(C)nc(NN2C(=O)C=CC2=O)n1	6	0	-21	·	-4	-4
30	CC(=O)c1sc(NC(=O)c2c(F)cccc2F)nc1-c1ccccc1	12	4	-13	14	5	-7
31	CCOC(=O)CN1C(=O)c2ccccc2Sc2ncccc21	-21	-7	-12	1	3	12
32	Cc1ccc(-n2nc3c(=O)n(CC(=O)NCCc4cccs4)nc(C)c3c2C)cc1	4	3	9	0	9	-12
33	CC1CCc2c(sc(NC(=O)Cn3nc(C(=O)O)c4ccccc4c3=O)c2C#N)C1 (configuration not stated)	11	-9	10	2	10	-2
34	O=C(NCC1CCCO1)c1sc(=S)n2c1[nH]c(=O)c1ccc(C(=O)N3CCCCC3)cc12 (configuration not stated)	2	2	-15	-10	-4	-6
35	O=C(c1cc(-c2ccco2)nc2ccccc12)N1CCN(c2ccc(F)cc2)CC1	-38	-6	-8	-2	4	-16
36	O=C(Nc1cc2c3c(c1)CC(=O)N3CCC2)C1CC1	10	-6	12	-5	6	-12

entry	ABHD5-PLIN5 inh	NOD2 RIPK2 PPI	EBV LMP1 NFkB	MC4R ag barr	SRC2 inh
25	-1	5	11	-0.1	-17
26	-4	-20	0	-2.5	3
27	-1	6	19	-3.4	3
28	1	8	-20	0.4	-40
29	8	-10	4	-0.7	·
30	5	-31	-7	-3.7	1
31	13	-9	6	0.0	-28
32	8	2	13	-0.3	9
33	-1	4	-2	-0.7	-67
34	5	-9	3	-1.7	-8
35	6	2	-4	-0.2	13
36	4	-11	12	-0.7	-10

Some entries already given, limited to EBV LMP1 NFkB:
cpd	compound	EBV LMP1 NFkB
20	CCOc1ccc(Oc2ccccc2NC(=O)CN2C(=O)NC3(CCCC3)C2=O)cc1	-2
15	O=C(NCCN1CCN(c2ccccc2)CC1)c1cccc(Cl)c1	2

New compounds follow:
entry	SMILES	NCOA3 inh	TLR9-MyD88 block	NR5A2 inv ag	COUP-TFII inh	MC4R antagonist	SRC1 inh
37	O=Cc1ccccc1OCCN1CCCC1=O	-5	1	-6	-12	0	-13
38	CC(=O)C1=C(O)C(=O)N(Cc2ccco2)C1c1ccc(F)cc1 (configuration not stated)	12	0	5	3	6	-4
39	CCOC(=O)CON1C(=O)C(C)(C)N(OCC(=O)OCC)C(=O)C1(C)C	11	-7	-8	6	10	1
40	CCCN(CCC)Cc1cc2ccccc2c2c1COC2	-2	-1	15	6	1	-3
41	CN(C)/C=C(/C(=O)c1ccccc1Cl)S(C)(=O)=O	-1	2	-1	1	2	-23
42	CC1CN(c2nnc(-c3ccccc3)c3ccccc23)CC(C)O1 (configuration not stated)	12	6	-9	19	16	-18
43	CC(C)c1ccc(NC(=O)c2csnn2)cc1	-74	-8	-104	-34	-1	-69
44	Cc1ccc(N(CC(=O)N2CCOCC2)S(C)(=O)=O)cc1Cl	9	-5	1	11	-1	-68
45	CCCN(C(=O)CSc1cc(-c2ccccc2)c2ccc(OC)cc2n1)C1CCS(=O)(=O)C1 (configuration not stated)	6	6	1	-8	4	-1
46	COc1ncnc2c1ncn2CCCNCC(C)c1ccccc1 (configuration not stated)	-19	-2	-25	-10	10	-12
47	Cc1ccc(S(=O)(=O)NCCNc2ccccc2[N+](=O)[O-])cc1	-2	9	8	-6	-1	-7
48	CN(C)C(CNC(=O)CCNC(=O)c1ccccc1Cl)c1ccco1 (configuration not stated)	5	0	10	-1	24	-8

entry	ABHD5-PLIN5 inh	NOD2 RIPK2 PPI	EBV LMP1 NFkB	MC4R ag barr	SRC2 inh
37	7	-4	-3	0.2	1
38	-5	-5	11	0.4	-14
39	-6	1	-14	1.2	-24
40	1	9	6	1.6	-12
41	5	-6	7	-1.4	-8
42	19	-3	-5	-0.6	-14
43	24*	-3	-9	-0.8	-42
44	2	1	-4	-0.7	9
45	5	-5	7	-1.2	18
46	-7	-7	12	-1.8	-14
47	0	-11	4	-0.8	4
48	5	4	-5	0.7	-6

More structures:
entry	SMILES	NCOA3 inh	TLR9-MyD88 block	NR5A2 inv ag	COUP-TFII inh	MC4R antagonist	SRC1 inh
49	CC(C)n1ncc2c(C(=O)NCCOc3ccccc3F)cc(C3CC3)nc21	0	4	-9	3	5	-18
50	Cc1ccc(S(=O)(=O)C(C#N)=C2N(C)c3ccccc3N2C)cc1	17	2	2	5	19	7
51	CCc1ccc(NC(=O)CNC(=O)[C@@H]2Cc3ccccc3CN2C(=O)OC(C)(C)C)cc1	2	-3	-7	-3	2	-2
52	CCOC(=O)C(=O)N=Nc1c(O)n(C)c2ccccc12	15	6	11	2	-5	-12
53	COc1ccc(-c2c(C(C)=O)c(C)nc3sc4c(c23)NC(c2ccccc2)NC4=O)cc1 (configuration not stated)	5	-5	9	-9	-21	7

entry	ABHD5-PLIN5 inh	NOD2 RIPK2 PPI	EBV LMP1 NFkB	MC4R ag barr	SRC2 inh
49	-8	-4	-4	-1.9	15
50	-1	3	2	-1.6	19
51	-10	-5	0	0.8	-5
52	0	4	-7	-1.3	2
53	3	-2	-3	-2.8	24

Some of the compounds tested (hit frequency here may not be typical).
